Bioassay records: PubChem, Broad Institute
Mtb BioA inh – blocks M. tuberculosis BioA enzyme activity; AID 602481; inhibition, % at 9.99 µM; purified M. tuberculosis BioA enzyme, plate reader; 360,000 compounds, 0.096% hits; in the data active = inhibition above about 40%
An asterisk follows results filed as active; & = joins results of further samples. A portion of the library; rates above refer to the full screens.

SMILES	Mtb BioA inh
C[C@@H]1CN([C@H](C)CO)S(=O)(=O)c2ccc(-c3cncnc3)cc2O[C@H]1CN(C)C(=O)C1CCC1	-0.1
CCC(=O)Nc1ccc2c(c1)OC[C@@H](C)N(CCc1ccccc1)C[C@@H](C)[C@@H](OC)CN(C)C2=O	2.6
C[C@@H]1CN([C@H](C)CO)C(=O)c2cc(Br)cnc2O[C@@H]1CN(C)Cc1ccncc1	-0.4
CN1C(=O)c2cc(NC(=O)c3ccccc3)ccc2OC[C@@H]2O[C@@H](CC(=O)NCC3CC3)CC[C@@H]21	-1.2
CC(C)NC(=O)N1C[C@@H]2[C@H](c3ccccc31)[C@@H](CO)N2C(=O)c1ccccc1F	-1.5
Cc1ccc(S(=O)(=O)N(C)C[C@@H]2OCCCC[C@@H](C)Oc3ccc(NS(C)(=O)=O)cc3C(=O)N([C@H](C)CO)C[C@H]2C)cc1	-0.6
Cc1ccc(S(=O)(=O)Nc2ccc3c(c2)C(=O)N([C@@H](C)CO)C[C@@H](C)[C@@H](CN(C)C(=O)NC2CCCCC2)O3)cc1	-1.2
CC(C)NC(=O)Nc1ccc2c(c1)C(=O)N([C@@H](C)CO)C[C@H](C)[C@H](CN(C)C(=O)C1CCCCC1)OCCCC[C@@H](C)O2	0.6
Cc1ccc(S(=O)(=O)N(C)C[C@@H]2Oc3c(NC(=O)c4nc5ccccc5s4)cccc3C(=O)N([C@@H](C)CO)C[C@H]2C)cc1	-0.4
CN(C)CC(=O)Nc1ccc2c(c1)[C@H]1C[C@H](CC(=O)NCc3ccccn3)O[C@H](CO)[C@H]1O2	-2.8
Cc1noc(C)c1NC(=O)N[C@H]1C=C[C@H](CC(=O)Nc2ccc(-c3ccccc3)cc2)O[C@H]1CO	-0.1
CC(=O)N1[C@@H]2CN(S(=O)(=O)c3ccc(F)cc3)c3ccccc3[C@@H]2[C@@H]1CO	-1.8
Cc1ccc(S(=O)(=O)N(C)C[C@@H]2OCCCC[C@H](C)Oc3ccc(NC(=O)CCC(F)(F)F)cc3C(=O)N([C@H](C)CO)C[C@H]2C)cc1	0.4
Cc1noc(C)c1NC(=O)N(C)C[C@H]1Oc2ccc(NC(=O)C3CCCCC3)cc2CC(=O)N([C@@H](C)CO)C[C@H]1C	-4.1
Cc1cccc(S(=O)(=O)N2CCCCN3[C@@H](CO)[C@@H](c4ccc(-c5ccncc5)cc4)[C@@H]3C2)c1	6.5
O=C(O)C[C@H]1CC[C@H](NC(=O)c2ccccc2F)[C@H](CO)O1	-3.7
COCC(=O)Nc1ccc2c(c1)OC[C@H](C)N(C(=O)c1cccnc1)C[C@@H](C)[C@H](OC)CN(C)C2=O	-0.3
CCCNC(=O)NC[C@@H]1[C@@H](c2ccc(C3=CCCCC3)cc2)[C@H](CO)N1C(C)=O	-4.5
COc1ccc(NC(=O)N(C)C[C@H]2OCCCC[C@H](C)Oc3ccc(NC(=O)Cc4ccccc4)cc3C(=O)N([C@H](C)CO)C[C@@H]2C)cc1	-3.6
C[C@@H]1CN([C@H](C)CO)C(=O)Cc2cc(N(C)C)ccc2O[C@@H]1CN(C)Cc1ccc(C(=O)O)cc1	-0.1

An excerpt of these results, as labelled records.
CN1C(=O)c2cc(NC(=O)c3ccccc3)ccc2OC[C@@H]2O[C@@H](CC(=O)NCC3CC3)CC[C@@H]21
  Mtb BioA inh = -1.2
CC(C)NC(=O)N1C[C@@H]2[C@H](c3ccccc31)[C@@H](CO)N2C(=O)c1ccccc1F
  Mtb BioA inh = -1.5
Cc1ccc(S(=O)(=O)N(C)C[C@@H]2OCCCC[C@@H](C)Oc3ccc(NS(C)(=O)=O)cc3C(=O)N([C@H](C)CO)C[C@H]2C)cc1
  Mtb BioA inh = -0.6
Cc1ccc(S(=O)(=O)Nc2ccc3c(c2)C(=O)N([C@@H](C)CO)C[C@@H](C)[C@@H](CN(C)C(=O)NC2CCCCC2)O3)cc1
  Mtb BioA inh = -1.2

Back to the main list, repeating the five entries before the break.
SMILES	Mtb BioA inh
O=C(O)C[C@H]1CC[C@H](NC(=O)c2ccccc2F)[C@H](CO)O1	-3.7
COCC(=O)Nc1ccc2c(c1)OC[C@H](C)N(C(=O)c1cccnc1)C[C@@H](C)[C@H](OC)CN(C)C2=O	-0.3
CCCNC(=O)NC[C@@H]1[C@@H](c2ccc(C3=CCCCC3)cc2)[C@H](CO)N1C(C)=O	-4.5
COc1ccc(NC(=O)N(C)C[C@H]2OCCCC[C@H](C)Oc3ccc(NC(=O)Cc4ccccc4)cc3C(=O)N([C@H](C)CO)C[C@@H]2C)cc1	-3.6
C[C@@H]1CN([C@H](C)CO)C(=O)Cc2cc(N(C)C)ccc2O[C@@H]1CN(C)Cc1ccc(C(=O)O)cc1	-0.1
Cc1noc(C)c1NC(=O)N(C)C[C@@H]1Oc2ccc(NC(=O)Nc3ccccc3)cc2CC(=O)N([C@@H](C)CO)C[C@@H]1C	1.6
CC(C)CC#Cc1ccc2c(c1)O[C@H](CN(C)C(=O)c1ccncc1)[C@H](C)CN([C@@H](C)CO)S2(=O)=O	-1.1
O=C(C[C@@H]1C[C@H]2c3cc(NC(=O)C4CCOCC4)ccc3O[C@H]2[C@@H](CO)O1)NCc1ccc(Oc2ccccc2)cc1	-1.2
CO[C@H](CN(C)S(=O)(=O)c1cn(C)cn1)[C@@H](C)CN(C(=O)Nc1ccc(C(F)(F)F)cc1)[C@@H](C)CO	0.0
Cc1noc(C)c1S(=O)(=O)N(C)C[C@@H]1Oc2ccc(NS(=O)(=O)c3cccs3)cc2CC(=O)N([C@@H](C)CO)C[C@H]1C	1.6
CC(=O)N(C)C[C@@H]1Oc2cc(-c3ccc(C#N)cc3)ccc2S(=O)(=O)N([C@@H](C)CO)C[C@@H]1C	-2.9
CO[C@@H]1CN(C)C(=O)c2cc(NS(=O)(=O)CC(F)(F)F)ccc2OC[C@H](C)N(C)C[C@H]1C	0.0
C[C@H]1CN([C@@H](C)CO)C(=O)c2cc(NC(=O)CCN3CCOCC3)ccc2O[C@@H]1CN(C)Cc1ccccc1	-0.7
CC=Cc1ccc2n(c1=O)C[C@@H]1[C@@H](CO)[C@H](C(=O)NCc3ccncn3)N(C(=O)NC3CCCC3)[C@H]21 (mixture of isomers)	-0.1
Cc1noc(C)c1S(=O)(=O)N(C)C[C@H]1OCCCC[C@@H](C)Oc2ccc(NC(=O)CCCCCC(=O)Nc3ccccc3N)cc2C(=O)N([C@@H](C)CO)C[C@@H]1C	1.6
CCCN(C)C[C@@H]1OCCCC[C@@H](C)Oc2ccc(NC(=O)Nc3ccccc3)cc2C(=O)N([C@H](C)CO)C[C@@H]1C	-0.7
C[C@H]1CN([C@@H](C)CO)C(=O)c2cccc(N(C)C)c2O[C@@H]1CN(C)C(=O)Nc1cccc2ccccc12	-1.3
CCCNC(=O)Nc1ccc2c(c1)OC[C@@H](C)N(C(=O)C1CC1)C[C@@H](C)[C@@H](OC)CN(C)C2=O	-2.2
COc1ccc(NC(=O)N(C)C[C@@H]2OCc3ccccc3-c3ccccc3C(=O)N([C@@H](C)CO)C[C@H]2C)cc1	0.4
C[C@@H]1CN([C@H](C)CO)C(=O)c2cc(C#CC3(O)CCCC3)cnc2O[C@H]1CN(C)Cc1cccnc1	-3.9
COC(=O)[C@H]1[C@H](CO)[C@H]2Cn3c(ccc(-c4cccc(OC)c4)c3=O)[C@@H]1N2CC1CC1	0.1
CO[C@H]1CN(C)C(=O)c2cc(NC(=O)Nc3cc(F)ccc3F)ccc2OC[C@H](C)N(C(=O)c2ccccn2)C[C@@H]1C	-0.7
Cc1ccc(S(=O)(=O)N(C)C[C@@H]2Oc3c(NC(=O)Nc4ccccc4)cccc3C(=O)N([C@@H](C)CO)C[C@@H]2C)cc1	2.0
CO[C@H](CN(C)C(=O)c1ccccc1F)[C@H](C)CN([C@H](C)CO)S(=O)(=O)c1ccccc1	9.7
COc1cccc(-c2cnc3c(c2)C(=O)N([C@H](C)CO)C[C@H](C)[C@H](CN(C)Cc2ccccc2)O3)c1	2.0&2.7
CCCNC(=O)N(C)C[C@@H]1Oc2cc(C#CC3CC3)ccc2S(=O)(=O)N([C@@H](C)CO)C[C@H]1C	-3.0
O=S(=O)(NC1CCN(Cc2ccc(OCCO)cc2)CC1)c1cc(C(F)(F)F)ccc1Cl	1.0
CN1C(=O)c2cc(NC(=O)NC3CCCC3)ccc2OC[C@H]2O[C@H](CC(=O)O)CC[C@@H]21	-1.3
CCCNC(=O)[C@H]1[C@H](CO)[C@H]2Cn3c(cccc3=O)[C@H]2N1CCC(F)(F)F	-2.7
CNC[C@H]1Oc2cc(-c3cccnc3)ccc2S(=O)(=O)N([C@H](C)CO)C[C@@H]1C	-2.8
COc1ccc(S(=O)(=O)NC2CCN(Cc3ccc(OCCO)cc3)CC2)cc1	-1.2
COc1ccc(S(=O)(=O)N(C)C[C@@H]2OCCCC[C@H](C)Oc3ccc(NS(=O)(=O)c4ccccc4)cc3C(=O)N([C@@H](C)CO)C[C@H]2C)cc1	-2.1
CCCNC(=O)C[C@@H]1CC[C@@H]2[C@H](COC[C@H](O)CN2Cc2ccccc2F)O1	-0.3
O=C(Nc1ccccc1F)N1C[C@@H]2[C@H](c3ccccc31)[C@@H](CO)N2C(=O)c1ccc(F)cc1	-1.1
C[C@H]1CN([C@@H](C)CO)C(=O)Cc2cc(NS(=O)(=O)c3cn(C)cn3)ccc2O[C@@H]1CN(C)C(=O)Nc1cccc2ccccc12	0.9
C[C@H](CO)N1C[C@H](C)[C@H](CN(C)Cc2ccc(C(F)(F)F)cc2)OCCCC[C@H](C)Oc2ccc(NC(=O)Cc3ccccc3)cc2C1=O	1.9
C[C@H]1CN([C@@H](C)CO)C(=O)c2c(c3ccccc3n2C)-c2ccccc2CO[C@@H]1CN(C)S(=O)(=O)c1cccs1	-1.4
C[C@@H]1CN([C@@H](C)CO)C(=O)Cc2cc(NS(C)(=O)=O)ccc2O[C@@H]1CN(C)C(=O)Nc1ccc(C(F)(F)F)cc1	-0.1
C[C@H]1CN([C@@H](C)CO)C(=O)c2cc(NS(C)(=O)=O)ccc2O[C@H]1CN(C)C(=O)NC1CCCCC1	2.8
COc1cccc(-c2ccc([C@@H]3[C@@H](CO)N4CCCCN(S(=O)(=O)c5cccs5)C[C@@H]34)cc2)c1	0.0
C[C@H]1CN([C@@H](C)CO)C(=O)c2cc(NC(=O)CCC(F)(F)F)ccc2O[C@H]1CN(C)Cc1ccccc1	12
O=C(N[C@@H]1CC[C@@H](CCNS(=O)(=O)c2ccc(Cl)cc2)O[C@H]1CO)c1cccc(F)c1	16
Cc1ccc(S(=O)(=O)Nc2ccc3c(c2)C(=O)N([C@@H](C)CO)C[C@@H](C)[C@H](CN(C)C(=O)Nc2cccc4ccccc24)O3)cc1	0.5
CC(C)C#Cc1cnc2c(c1)C(=O)N([C@H](C)CO)C[C@H](C)[C@H](CN(C)C(=O)Nc1ccccc1)O2	1.1
C[C@H]1CN([C@@H](C)CO)S(=O)(=O)c2ccc(-c3ccncc3)cc2O[C@H]1CN(C)C(=O)CN(C)C	-1.5
Cc1cccc(S(=O)(=O)N2C[C@H](O)COC[C@@H]3O[C@H](CC(=O)NCCCN4CCOCC4)CC[C@H]32)c1	-0.5
CO[C@H]1CN(C)C(=O)c2cc(NC(=O)c3cnccn3)ccc2OC[C@@H](C)N(C)C[C@H]1C	1.0
COc1cccc(C#Cc2ccc3c(c2)O[C@H](CN(C)C(C)=O)[C@@H](C)CN([C@H](C)CO)S3(=O)=O)c1	1.4
Cc1noc(C)c1NC(=O)N(C)C[C@@H]1Oc2c(NC(=O)Nc3ccc4c(c3)OCO4)cccc2C(=O)N([C@@H](C)CO)C[C@@H]1C	0.3
CN1CCN(C(=O)C[C@@H]2C[C@@H]3c4cc(NC(=O)C5CCC5)ccc4O[C@@H]3[C@H](CO)O2)CC1	-1.2
Cc1ccc(S(=O)(=O)N(C)C[C@@H]2OCCCC[C@@H](C)Oc3ccc(NC(=O)Cc4ccccc4)cc3C(=O)N([C@H](C)CO)C[C@@H]2C)cc1	-1.8
CN1[C@@H]2Cn3c(ccc(C4=CCCCC4)c3=O)[C@H]1[C@@H](C(=O)NCc1ccc(F)cc1)[C@@H]2CO	0.3
CCCNC(=O)C[C@@H]1CC[C@H]2[C@@H](COC[C@H](O)CN2CC2CCCCC2)O1	-0.3
CO[C@H]1CN(C)C(=O)c2cc(NC(=O)C3CCOCC3)ccc2OC[C@H](C)NC[C@H]1C	-0.9
C[C@H](CO)N1C[C@H](C)[C@@H](CN(C)CC2CC2)Oc2ccc(NC(=O)Cc3cn(C)c4ccccc34)cc2CC1=O	-2.7
O=C(C[C@@H]1CC[C@H]2[C@@H](COC[C@H](O)CN2Cc2ccccc2F)O1)NC1CCC1	0.0
C[C@@H]1CN([C@@H](C)CO)S(=O)(=O)c2ccc(C#C[C@@H](C)O)cc2O[C@H]1CN(C)Cc1cncnc1	5.6
C[C@@H]1CN([C@H](C)CO)C(=O)c2cc(/C=C/c3ccccc3)cnc2O[C@@H]1CN(C)C(=O)c1ccccc1	1.0
C[C@@H]1CN([C@@H](C)CO)C(=O)c2cc(NS(=O)(=O)c3cn(C)cn3)ccc2O[C@H]1CN(C)Cc1ccc(C(=O)Nc2ccccc2N)cc1	-0.7
CCCNC(=O)C[C@H]1C[C@H]2c3cc(NS(=O)(=O)c4ccccc4)ccc3O[C@H]2[C@@H](CO)O1	-1.1
OC[C@H]1[C@@H](c2ccc(-c3ccc(F)cc3)cc2)[C@@H]2CN(Cc3ccncc3)CCCCN12	-3.1
C[C@@H]1CN([C@H](C)CO)S(=O)(=O)c2ccc(-c3ccncc3)cc2O[C@H]1CN(C)S(=O)(=O)c1ccccc1F	3.4
C[C@H]1CN([C@@H](C)CO)C(=O)c2cc(-c3ccccc3F)cnc2O[C@H]1CN(C)C(=O)NC1CCCCC1	1.0
Cc1noc(C)c1S(=O)(=O)Nc1ccc2c(c1)C(=O)N([C@H](C)CO)C[C@H](C)[C@@H](CN(C)C(=O)Nc1ccc(C(F)(F)F)cc1)OCCCC[C@H](C)O2	-1.3
Cc1noc(C)c1NC(=O)Nc1ccc2c(c1)C(=O)N([C@H](C)CO)C[C@H](C)[C@H](CN(C)Cc1ccccc1)OCCCC[C@@H](C)O2	-1.5
